Gli-Sufu block – Gli-Sufu pathway antagonists, primary screen, luciferase luminescence, Sufu-KO-LIGHT cells, uHTS | Sufu-KO-LIGHT fibroblasts, Gli luciferase reporter luminescence | inhibition, % at 5 µM | 340,000 compounds, 0.74% hits | AID 588413, 2011;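 active = inhibition above about 55%, limit read from the data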;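 also: 0% = DMSO-treated cells and 100% = wells with medium but no cells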
HKDC1 inh – HKDC1 hexokinase inhibitors, primary screen, biochemical, fluorescence, uHTS. Q2TB90. recombinant HKDC1, G6PDH/diaphorase resazurin coupled fluorescence. inhibition, % at 20 µM. 340,000 compounds, 0.16% hits;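 active = inhibition above about 35% when tested at 20 µM, limit read from the data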;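 also: plate controls were DMSO wells with enzyme for no effect and DMSO wells lacking enzyme for full effect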
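Material – in-house recombinant HK5 (HKDC1) enzyme · Quantity – HKDC1 at 5 µg/mL · Buffer or medium – pH 8.0 Tris buffer with 10 mM MgCl2 · Reagent – glucose with 1 mM ATP · Dosing – single 20 µM dose · Times – reaction time 90 min, room temperature, protected from light · Technique – resorufin fluorescence at 613 nm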
SENP8 inh – SENP8 protease inhibitors, primary screen, biochemical, luminescence. 330,000 compounds, 1.2% hits. purified SENP8, Z-RLRGG-aminoluciferin cleavage. inhibition, % at 10 µM. AID 2540, 2010. Sentrin-specific protease 8 (Homo sapiens), Q96LD8
Target sequence (Q96LD8 whole entry, looked up): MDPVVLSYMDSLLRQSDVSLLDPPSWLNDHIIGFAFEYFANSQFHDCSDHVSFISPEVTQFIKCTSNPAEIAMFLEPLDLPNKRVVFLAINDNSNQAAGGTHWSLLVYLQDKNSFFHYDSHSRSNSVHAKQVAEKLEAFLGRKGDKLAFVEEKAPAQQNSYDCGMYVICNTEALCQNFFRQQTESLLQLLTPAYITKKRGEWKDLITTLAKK
UBC13 inh – UBC13 polyubiquitin chain formation inhibitors, primary screen, biochemical, TR-FRET, uHTS; Ubiquitin-conjugating enzyme E2 N (Homo sapiens), P61088; inhibition, % at 20 µM; 330,000 compounds, 0.47% hits; in the data active = inhibition above about 45%, passing the limit was not always enough; inconclusive = no clear call, values can overlap the other calls
Target sequence (P61088 whole entry, looked up): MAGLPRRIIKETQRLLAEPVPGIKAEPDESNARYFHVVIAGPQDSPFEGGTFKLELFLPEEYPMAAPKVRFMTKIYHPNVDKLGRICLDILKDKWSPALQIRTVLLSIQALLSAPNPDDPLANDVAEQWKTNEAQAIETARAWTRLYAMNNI
Jurkat NFkB inh – inhibitors of induced NF-kB luciferase reporter, primary screen, TCR NF-kB activation inhibitor project, cell-based, luminescence, uHTS; Jurkat, PMA/ionomycin-induced NF-kB luciferase reporter; inhibition, % at 4 µM; 330,000 compounds, 0.53% hits
SENP7 block – SENP7 protease inhibitors, primary screen, biochemical, luminescence, uHTS; 330,000 compounds, 1.5% hits; AID 434973, 2010; inhibition, % at 5 µM; recombinant SENP7, Z-RLRGG-aminoluciferin luminescence, 40 min; Sentrin-specific protease 7 (Homo sapiens), Q9BQF6;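 active = inhibition above about 50% at the single test dose, limit read from the data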;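 also: plate controls were DMSO with enzyme for no effect and no enzyme buffer wells for full effect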
Target sequence (Q9BQF6 706-1050 limits assumed): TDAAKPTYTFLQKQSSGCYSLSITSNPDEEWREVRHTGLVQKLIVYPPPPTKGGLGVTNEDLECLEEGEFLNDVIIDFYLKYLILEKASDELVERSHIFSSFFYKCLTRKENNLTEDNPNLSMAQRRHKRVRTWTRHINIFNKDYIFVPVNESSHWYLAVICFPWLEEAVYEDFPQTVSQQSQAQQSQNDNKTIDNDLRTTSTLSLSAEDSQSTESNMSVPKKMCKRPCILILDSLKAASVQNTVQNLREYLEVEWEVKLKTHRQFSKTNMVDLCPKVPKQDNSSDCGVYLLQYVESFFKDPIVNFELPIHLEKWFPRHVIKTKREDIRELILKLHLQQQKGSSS
Apaf1 inhib – inhibitors of human Apaf-1 apoptosome, primary screen, biochemical, DEVD-Rh110 fluorescence, uHTS | inhibition, % at 20 µM | 330,000 compounds, 0.71% hits | AID 489030, 2010 | reconstituted apoptosome caspase-3 activity | Apoptotic protease-activating factor 1 (Homo sapiens), O14727; active = inhibition of at least 40% at 20 µM;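 also: plate controls were DMSO wells for no effect and DEVD-CHO caspase inhibitor wells for full effect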
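Material: reconstituted apoptosome with Apaf-1, cytochrome c, caspase-9, procaspase-3, dATP. Technique: Rh110 fluorescence intensity. Buffer or medium: pH 7.5 Hepes buffer with CHAPS, BSA, DTT. Times: 30 min plus 50 min, RT.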
697 NFkB inh – inhibitors of PMA/ionomycin-induced NF-kB reporter, 697 cells, primary screen, B-cell NF-kB inhibitor project, cell-based, luminescence, uHTS. 697 B-cell NF-kB luciferase reporter, 16 h. 330,000 compounds, 0.33% hits. inhibition, % at 4 µM; in the data active = inhibition above about 35%
* hit, by the source's call; ? = inconclusive; . = not tested or not shown. Rule as the data show it, unless noted: active = inhibition above about 50%; inactive = the rest. Rows are unselected; 3.6% or so of the library scored in one or more.

smiles	SENP7 block	697 NFkB inh	Apaf1 inhib	UBC13 inh	Gli-Sufu block	Jurkat NFkB inh	HKDC1 inh	SENP8 inh
CC1NC(C)(C)Cc2c1ccc1ccccc21 (configuration not stated)	4	15	3	-2	13	11	-2	0
Cc1ccc(Nc2nc(CSc3nnnn3-c3ccccc3)cc(=O)[nH]2)cc1	6	-4	29	1	5	0	-2	-2
O=C(CCc1ccc(S(=O)(=O)N2CCCCC2)cc1)c1nnc(-c2ccccc2)o1	10	6	17	0	1	11	-2	6
COCCCNC(=O)C1CC(=O)N(CCc2ccc(F)cc2)C1 (configuration not stated)	-10	2	-2	2	.	2	-8	2
CSCCC(NC(=O)c1cccc([N+](=O)[O-])c1)C(=O)OCC(=O)N1CCCC1=O (configuration not stated)	-2	21	-3	5	3	5	-5	12
CSc1cnc2c(=O)[nH]c(=O)n(C)c2n1	-5	2	1	3	-7	-10	5	-14
C[C@H](NC(=O)c1nc[nH]c1C(=O)N[C@@H](CCCCN)C(=O)OC(C)(C)C)C(=O)OC(C)(C)C	1	9	1	14	1	10	-3	-3
CCOc1cc(/C=N/NC(=O)C(=O)NCc2ccc3c(c2)OCO3)ccc1OCC(=O)N1CCOCC1	13	14	-5	-13	0	4	-3	-4
O=C(N/N=C/c1cccs1)c1cc(C2CC2)nc2ccccc12	3	-38	-18	-12	2	-2	-5	5
COc1cccc(OCCNC(=O)c2ccccc2Sc2ccccc2C#N)c1	-6	9	10	-6	7	-1	-4	-5
CCN(CC)c1cnn(C/C(=N\OC)c2ccc(Cl)cc2)c(=O)c1Br	-1	-1	13	4	8	6	-2	-2
O=C(CSCc1ccc(Cl)cc1)N/N=C/c1ccc(Cl)cc1Cl	3	1	20	0	2	-16	4	-6
Cc1cccc(NC(=O)C2CC(=O)n3cnnc3S2)c1 (configuration not stated)	11	7	17	-3	10	11	-6	3
O=C(NCCN1CCOCC1)c1ccc(Cl)c(S(=O)(=O)N2CCCC2)c1	-8	-21	4	-4	12	-11	-2	-11
Cc1cc(C)c(NC(=O)CNC(=O)c2cc([N+](=O)[O-])ccc2N2CCOCC2)c(C)c1	-3	15	3	-5	3	-3	-10	-3
CC(=O)c1cnc(Nc2nc(C)c3ccccc3n2)nc1C	-4	5	-2	-4	.	6	.	-2
COC(=O)[C@]1(C)N[C@H](CN(C)C(=O)NC(C)C)[C@@H]2C(=O)N(Cc3ccccc3)C(=O)[C@@H]21	6	-18	-7	4	3	-15	-5	0
Cc1ccc(C)c(OCCN2CCOCC2)c1	3	-3	-3	-6	-2	4	-3	-1
NC(=O)c1ccc(C(F)(F)F)n(Cc2ccc(F)c(F)c2)c1=O	1	7	11	6	8	-4	-3	-4
CSc1ncccc1C(=O)OCC(=O)N(C)C	1	14	-5	-2	1	-6	0	4

Given as labelled records: 3 of the compounds above
Cc1cccc(NC(=O)C2CC(=O)n3cnnc3S2)c1 (configuration not stated)
  SENP7 block: 11; 697 NFkB inh: 7; Apaf1 inhib: 17; UBC13 inh: -3; Gli-Sufu block: 10; Jurkat NFkB inh: 11; HKDC1 inh: -6; SENP8 inh: 3

O=C(NCCN1CCOCC1)c1ccc(Cl)c(S(=O)(=O)N2CCCC2)c1
  SENP7 block: -8; 697 NFkB inh: -21; Apaf1 inhib: 4; UBC13 inh: -4; Gli-Sufu block: 12; Jurkat NFkB inh: -11; HKDC1 inh: -2; SENP8 inh: -11

Cc1cc(C)c(NC(=O)CNC(=O)c2cc([N+](=O)[O-])ccc2N2CCOCC2)c(C)c1
  SENP7 block: -3; 697 NFkB inh: 15; Apaf1 inhib: 3; UBC13 inh: -5; Gli-Sufu block: 3; Jurkat NFkB inh: -3; HKDC1 inh: -10; SENP8 inh: -3

Continuation.
smiles	SENP7 block	697 NFkB inh	Apaf1 inhib	UBC13 inh	Gli-Sufu block	Jurkat NFkB inh	HKDC1 inh	SENP8 inh
COc1ccc(-n2cc(C(=O)O)c(=O)cc2C)cc1	2	4	-1	2	0	3	-8	3
Cc1ccc(NC(=O)CN(C)S(=O)(=O)c2ccc(Br)s2)cc1F	10	-7	13	-6	1	-2	-3	3
O=C(Nc1ccc(Br)cc1)c1cccc(S(=O)(=O)Nc2cnc3ccccc3c2)c1	5	-13	14	-15	5	4	7	-5
Cc1ccc(OCC(=O)NCc2ccccn2)cc1	-1	4	-12	4	-7	-3	-8	4
CC1CC1C(=O)OCC(=O)NNC(=O)COc1ccc(Br)cc1 (configuration not stated)	4	5	4	1	-7	-14	-3	-7
CCOc1ccccc1C(=O)N(CN1CCCC1=O)c1cccc(Cl)c1	-7	-29	14	-22	-4	-12	-9	0
COCCNC(=O)c1sc2nc(-c3ccccc3)cn2c1C	0	-8	-3	5	19	-3	-5	5
O=C(O)c1cc(NN=Nc2ccc(Br)cc2)cc([N+](=O)[O-])c1	15	15	4	-16	5	14	2	11
O=C(COc1ccccc1)Nc1ccc2c(c1)nc1n2CCOC1	-9	19	13	-16	-73	-41	5	-9
O=C(O)CONC(=O)c1cc(OCC(F)(F)F)ccc1OCC(F)(F)F	9	2	5	2	-2	-5	-4	1
Cc1ccc(C(=O)N/C(=C/c2ccco2)C(=O)NCCc2c[nH]c3ccccc23)cc1	-5	-8	9	-6	1	5	-7	-10
Cc1cc(NC(=O)CCC(=O)N(CC(=O)NC2CCCC2)c2ccc(C)c(F)c2)no1	3	18	0	5	-4	2	-5	5
CC(=O)N1CCC(C(=O)OCc2ccccc2F)(c2ccccc2)CC1	-6	-18	12	3	28	-5	-3	0
NC(=O)CC[C@H](NC(=O)c1ccc(Cl)cc1)C(=O)NNC(=O)COc1cccc(Br)c1	0	18	-3	4	7	-6	-2	9
Cc1ccc(C2CC(=O)Oc3cc(O)ccc32)cc1 (configuration not stated)	-12	-10	8	4	-14	17	3	-19
O=C(CSc1ccsc1[N+](=O)[O-])N1CCCCCC1	6	-3	7	-10	-7	-3	-4	-4
O=C(Nc1cccc(S(=O)(=O)N2CCCC2)c1)C1CCCN1C(=O)c1cccs1 (configuration not stated)	0	15	8	-10	2	-5	-3	-6
CSc1ccc(CNC(=O)c2ccc(NC(=O)C3=CSCCO3)cc2)cc1	7	-13	8	-2	43	-17	-2	2
CN(C)/C=C1\C(=O)N(c2ccc(Oc3ccccc3)cc2)CS1=O (configuration not stated)	1	7	-6	11	-6	-3	4	-2
Cc1cccn2c(=O)c3cc(C(=O)N4COCC4(C)C)sc3nc12	-10	-10	10	5	-24	-6	19	-10
O=C(Nc1ccccc1Cl)c1cc(S(=O)(=O)N2CCCC(C(=O)O)C2)ccc1F (configuration not stated)	0	24	-15	12	5	14	-8	-10
CCN1C(=O)/C(=C\c2ccncc2)SC1=S	5	-47	13	-12	9	6	1	5
CCN(CC)C(=O)Oc1ccc(Cl)c2ccccc12	3	2	-12	6	-2	-7	-7	3
COc1ccc(S(=O)(=O)N2CCN(Cc3cccc([N+](=O)[O-])c3)CC2)cc1	1	26	-6	7	5	4	-1	3
CSc1nc(Oc2ccc(Cl)cc2)c2sccc2n1	0	4	16	5	8	6	2	12
Cc1oc2c(CN3CCOCC3)c(O)ccc2c(=O)c1-c1ccccc1	5	12	-17	14	7	11	13	1
CCCS(=O)(=O)N1CCC(C(=O)NCCc2ccc(OC)c(OC)c2)CC1	-1	14	-1	7	-1	6	-9	3
CCN(CC)CCN1C(=O)c2oc3ccc(F)cc3c(=O)c2C1c1ccncc1 (configuration not stated)	9	12	5	2	-3	-5	-4	2
O=Cc1ccc(OCc2cccc(C(F)(F)F)c2)cc1O	-1	11	14	-9	-25	-3	8	-15
CCc1c(C)nc2ncnn2c1N1CCCC(C(=O)Nc2cc(F)ccc2C)C1 (configuration not stated)	-11	0	-4	2	5	7	-8	11
COc1cccc(Nc2nnc(SCC(=O)N3CC(=O)Nc4ccccc43)s2)c1	5	23	-18	0	-12	0	-2	3
COc1ccc(S(=O)(=O)N2CCC(C(=O)NCCc3ccc4c(c3)OCO4)CC2)cc1	-3	-2	7	?	5	1	-5	-6
COc1ccc(/C=C(\NC(=O)c2ccc(OC)cc2)C(=O)Nc2cccc(C(=O)O)c2)cc1	-10	-7	11	-15	-18	-16	2	-5
N/C(COc1cccc(C(F)(F)F)c1)=N\NC(=O)c1cccnc1Oc1ccccc1	-1	0	-6	6	-5	-4	-5	-8
O=S(=O)(Nc1ccc2oc(-c3ccccc3)nc2c1)c1ccccc1	1	-9	6	20	-16	-18	6	-8
COc1cc(O)c2c(c1)COC2=O	-6	-29	0	-5	4	8	-8	-15
CCCN(CCC)S(=O)(=O)c1ccc(C(=O)Nc2ccc(OCC(=O)N3CCOCC3)cc2)cc1	-18	3	5	-6	3	26	5	-9
CC1CN(Cc2ccc(C#N)cc2Cl)CC(C)O1 (configuration not stated)	-4	10	-3	5	-1	15	-6	0
CC1=CC(C)C(COC(=O)CN2CCCCC2)C(C)C1 (configuration not stated)	-2	10	-2	-5	1	3	-2	3
CCC(Sc1ncccn1)C(=O)Nc1cc(C)on1 (configuration not stated)	-1	3	7	-3	-2	-13	3	-10
O=C1OCCC1Sc1nnc(-c2ccccc2)o1 (configuration not stated)	-11	-16	0	-12	8	2	-7	-15
Cc1cc(C)c(C)c(S(=O)(=O)NCC(=O)NCC2CCCCC2)c1C	0	-2	13	-3	-15	5	-3	-8
OCCn1nc2c3ccccc3nc-2n(-c2ccccc2)c1=S	-2	21	0	-1	1	-1	6	7
Cc1cc(NC(=O)CSc2nnc(NC(=O)C3CC(=O)N(c4ccccc4)C3)s2)no1 (configuration not stated)	-8	-7	-19	-18	3	-6	-7	4
O=C1C2C3C=CC(C4CC34)C2C(=O)N1/N=C/c1ccc(-c2ccc(Cl)cc2[N+](=O)[O-])o1 (configuration not stated)	11	-12	17	-20	-2	-10	6	-7
COc1ccccc1N1CCN(/N=C\c2sccc2C)CC1	7	-41	9	4	-23	-2	-11	4
CCC(C)NC(=O)C1CCN(CCCc2ccccc2)CC1 (configuration not stated)	2	12	-12	6	-16	16	-8	1
COc1ccc(/C=N/NC(=O)C(=O)N2CCCC2)cc1	4	-1	-3	3	0	-17	-7	5
CCCc1cc(=O)[nH]c(SCC(=O)c2cc(C)n(-c3c(C)n(C)n(-c4ccccc4)c3=O)c2C)n1	3	7	-3	1	-13	-9	-3	1
Cc1cccc(N2CCN(C(=O)c3ccc4c(c3)NC(=O)C(CSCc3cccc(F)c3)N4)CC2C)c1 (configuration not stated)	18	6	17	-17	-2	14	-2	-7

Additional compounds follow.
smiles	SENP7 block	697 NFkB inh	Apaf1 inhib	UBC13 inh	Gli-Sufu block	Jurkat NFkB inh	HKDC1 inh	SENP8 inh
COc1cccc(-c2nnn(CC(=O)O)n2)c1	1	12	-1	6	-12	1	-3	-2
COc1ccc(OC)c(NC(=O)CSc2sc3c(O)cc(=O)[nH]c3c2C#N)c1	1	24	5	-3	-33	9	9	13
COc1ccc2c(c1)C(C)=CC(C)(C)N2C(=O)CN1C(=O)CCC1=O	8	3	-4	-5	4	-2	1	4
CCCn1c(NC(=O)c2cccc(C)c2C)nc2ccccc21	4	-8	18	25	-14	3	-10	1
Cc1ccccc1C(=O)c1cccn1CC(=O)NCc1ccccc1Cl	-13	-75	8	-2	-40	-35	0	-15

Among those listed so far, these have a furan ring, fused or not.
smiles	SENP7 block	697 NFkB inh	Apaf1 inhib	UBC13 inh	Gli-Sufu block	Jurkat NFkB inh	HKDC1 inh	SENP8 inh
Cc1ccc(C(=O)N/C(=C/c2ccco2)C(=O)NCCc2c[nH]c3ccccc23)cc1	-5	-8	9	-6	1	5	-7	-10
O=C1C2C3C=CC(C4CC34)C2C(=O)N1/N=C/c1ccc(-c2ccc(Cl)cc2[N+](=O)[O-])o1 (configuration not stated)	11	-12	17	-20	-2	-10	6	-7

Bioassay records from PubChem.
